Bioassay records from PubChem BioAssay.
ASM inhibitor: inhibitors of human secretory acid sphingomyelinase; placental ASM, HMU-PC fluorogenic substrate, 60 min; Potency, µM (doses to about 57.5 µM), without a hit: at the highest dose activity change, negative = inhibition, usual class: inhibitors; 340,000 compounds, 0.006% hits; AID 504937; further: potency means the concentration at half of the fitted maximal effect
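qHTS format. ASM enzyme prepared from human placenta hydrolyses the fluorogenic substrate HMU-PC0 (9 uM final) over 60 min at 37 °C after a 10 min compound preincubation.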
CXXC DNA block: blocks binding of human MLL CXXC domain to DNA. Q03164. MLL-CXXC / FITC-HOXA9 DNA fluorescence polarization. Potency, µM (doses to about 115 µM), inactives show at the top dose activity change, negative = inhibition, actives largely listed as inhibitors. 290,000 compounds, 0.037% hits; active means well fitted inhibition curve with a large enough effect in the polarisation, with a control signal flat, not every such curve was filed as active; inconclusive means small, poorly fitted or top-dose-only effect, or effect the other way, or a change in a side signal; inactive means no such curve, though single readings can be large or run the other way; the % refers to the polarisation; further: potency means the concentration at half of the fitted maximal effect
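Fluorescence polarization: 7 uM MLL-CXXC (stock) preincubated 5 min with compounds, then 50 nM fluorescein-HOX-A9 DNA (stock) added; 30 min ambient. Buffer 50 mM Tris-HCl pH 7.5, 50 mM NaCl, 1 mM DTT, 0.05% BSA.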
a7 integrin act: activators of alpha7 integrin expression for muscular dystrophy. alpha7betagal myoblasts, beta-gal FDG fluorescence, 48 h. Potency, µM (titrated, usually from 38.3 µM), for inactives: top-dose activation, usual class: activators. 350,000 compounds, 0.064% hits;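 further: potency means the concentration at half of the fitted maximal effect; 100% = response of the positive control SU9516; nearly all actives have a fitted effect of over 60% in size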
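alpha7betagal+/- myoblasts (passage 13, 250/well) treated 48 h at 37C with compounds at 1:260 dilution of DMSO stock. Lysed, then beta-galactosidase activity read as FDG fluorescence (ex 480/em 540) after 30 min, with pre-read for autofluorescence.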
KCNH2 3.1 block: inhibitors of human KCNH2 3.1 potassium channel isoform | U2OS KCNH2 3.1, thallium flux FluxOr; hits give low values | activity change, % (tested at about 1.8 µM) | 340,000 compounds, 0.95% hits | AID 720553;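 active means maximum activity change below -70%; inconclusive means maximum activity change from -70% to -50%; inactive means maximum activity change above -50%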;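 further: thallium influx rate constant from kinetic fluorescence after stimulation buffer; on the % scale 0 is the no-effect control and ±100 the full control effect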
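U2OS cells transduced with KCNH2 3.1 mutant virus (1.77 x 10^8 /mL, 4 h), plated overnight at 37 C, loaded 45 min with FluxOr dye plus Red40 quencher. Thallium flux rate constant from kinetic reads after stimulation buffer, normalised to controls.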
AT treatment: potential ataxia-telangiectasia treatment; Potency, µM (titrated, usually from 57.5 µM), for the others: top-dose activation, hits mostly activators; 320,000 compounds, 0.19% hits; […] A-T fibroblasts, KAP-1 phosphorylation AlphaLISA; neocarzinostatin DNA damage 30 min before lysis; further: potency means the concentration at half of the fitted maximal effect; % of control where 0% means no effect; nearly all actives have a fitted effect of over 45% in size
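hTERT-immortalized A-T patient fibroblasts ([…]), 500 cells/well in OPTI-MEM, 1% FBS, got compounds for 60 min, then NCS for 30 min at 37C. Lysates were then assayed for phospho-KAP-1 by AlphaLISA (anti-pKAP1 donor, anti-KAP1 acceptor beads), 6 hr at 25C.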
GALK inh: galactokinase (human) inhibition | Purified GALK, Kinase-Glo residual ATP luminescence | Potency, µM (titrated, usually from 57.5 µM), for inactives: at the top dose activity change, negative = inhibition, actives largely listed as inhibitors | 270,000 compounds, 0.007% hits | AID 1868; further: potency means the concentration at half of the fitted maximal effect; on the % scale 0 is the no-effect control and ±100 the full control effect
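Quantitative HTS: GALK 5 nM, ATP 35 uM, galactose 100 uM, 1 h room temperature, then luciferase-based ATP detection.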
MBNL1 CUG block: blocks human MBNL1 binding to CUG repeat RNA; 280,000 compounds, 0.036% hits; TR-FRET MBNL1-His/biotin-(CUG)12 binding, 665/545 ratio; AID 2675; Potency, µM (doses to about 57.5 µM), for the others: top-dose activity change, negative = inhibition, actives largely listed as inhibitors; active means well fitted inhibition curve with a large enough effect in the signal ratio, with a control signal flat, not every such curve was filed as active; inconclusive means small, poorly fitted or top-dose-only effect, or effect the other way, or a change in a side signal; inactive means no such curve, though single readings can be large or run the other way; the % refers to the signal ratio; further: potency means the concentration at half of the fitted maximal effect; on the % scale 0 is the no-effect control and ±100 the full control effect
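MBNL1-His + Biotin-(CUG)12, cpd titration 92 nM–58 uM; Tb anti-His Ab 0.055 ng/ul, SA-XL665 5 nM (final); 60 min RT; ratiometric 665/545 nm, Ex 340 nm; normalized to buffer and full-complex controls.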
FBPA coupling cs: inhibits coupling enzyme system, counter-screen for aldolase hits; AID 2472; coupling enzyme system counterscreen, AmpLite Red fluorescence; 290,000 compounds, 0.67% hits; activity change, negative = inhibition, % at 58.2 µM, hits read low; in the data active means activity change below about -30%; further: on the % scale 0 is the no-effect control and ±100 the full control effect
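Fluorescence at 525 nm excitation and 598 nm emission measured inhibition of the coupled detection system without aldolase. Compounds (at 57.5 uM final) were preincubated 10 min at room temperature with coupling enzyme reagent before a 20 min substrate/AmpLite Red step.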
KCNH2 WT inh: KCNH2 (human, wildtype) channel inhibition; U2OS, BacMam KCNH2, thallium flux FluxOr; hits give low values; Q12809; activity change, % at 1.84 µM; AID 720551; 340,000 compounds, 0.37% hits;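 active means maximum activity change below -70%; inconclusive means maximum activity change between -70% and -50%; inactive means maximum activity change above -50%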; further: on the % scale 0 is the no-effect control and ±100 the full control effect
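U2OS cells transduced with wild-type KCNH2 virus are loaded with FluxOr dye for 45 min, and thallium flux is measured in kinetic reads before and after stimulation buffer. Rate constants are normalized to DMSO controls.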
TRPV1 agonist: agonists of human vanilloid receptor 1 (TRPV1). Q8NER1. TRPV1-expressing cells, Fluo-8 calcium influx, agonist mode. activation, % at 8.33 µM. 320,000 compounds, 0.19% hits. AID 540275; in the data active means activation above about 80%; inconclusive means between about 30% and that limit; further: 0% is about no effect
Target sequence (Q8NER1 whole entry, looked up): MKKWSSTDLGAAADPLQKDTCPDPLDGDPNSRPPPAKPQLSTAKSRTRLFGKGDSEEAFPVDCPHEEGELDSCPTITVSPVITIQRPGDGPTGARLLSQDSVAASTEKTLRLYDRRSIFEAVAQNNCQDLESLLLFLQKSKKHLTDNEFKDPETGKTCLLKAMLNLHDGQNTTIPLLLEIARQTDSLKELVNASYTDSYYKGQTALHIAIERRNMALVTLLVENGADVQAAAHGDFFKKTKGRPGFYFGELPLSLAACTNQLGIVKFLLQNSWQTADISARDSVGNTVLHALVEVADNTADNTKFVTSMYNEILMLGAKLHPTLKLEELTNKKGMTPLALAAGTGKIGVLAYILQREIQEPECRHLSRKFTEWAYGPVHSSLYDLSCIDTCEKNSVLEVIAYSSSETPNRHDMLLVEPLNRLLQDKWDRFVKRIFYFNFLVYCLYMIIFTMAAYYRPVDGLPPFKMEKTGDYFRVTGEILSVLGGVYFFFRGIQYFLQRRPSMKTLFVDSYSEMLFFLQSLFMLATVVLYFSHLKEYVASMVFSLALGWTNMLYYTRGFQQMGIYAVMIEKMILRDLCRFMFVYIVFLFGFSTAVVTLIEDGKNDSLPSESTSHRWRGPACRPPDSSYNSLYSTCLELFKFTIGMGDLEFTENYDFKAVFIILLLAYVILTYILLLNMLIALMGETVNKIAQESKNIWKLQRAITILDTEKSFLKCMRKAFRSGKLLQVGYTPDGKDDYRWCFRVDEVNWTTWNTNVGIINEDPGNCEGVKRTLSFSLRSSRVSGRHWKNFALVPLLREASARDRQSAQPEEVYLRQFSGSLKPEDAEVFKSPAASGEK
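Fluo-8 calcium influx in TRPV1-expressing cells, kinetic read (ex 480/em 520 nm). Compound added and read 3 min for agonist activity, followed by capsaicin at EC20 final and 2 min further read for enhancement.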
* hit, by the source's call; i = inactive; ? = inconclusive; / = not tested or not shown; [ ] = remark or other dose. Unless noted, the call rests on the fitted dose curve; in most records, active means well fitted curve in the direction sought with a large enough effect; inconclusive means small, poorly fitted or top-dose-only effect, or another doubt; inactive means no such curve, though single readings can be large; an effect the other way counts as inactive or inconclusive.

SMILES	ASM inhibitor	CXXC DNA block	a7 integrin act	KCNH2 3.1 block	AT treatment	GALK inh	MBNL1 CUG block	FBPA coupling cs	KCNH2 WT inh	TRPV1 agonist
O=C(COC(=O)C1CCN(c2ccc(C(F)(F)F)cn2)CC1)Nc1ccc(Cl)cc1	-20.6%	/	-13.0%	-10.8	7.4%	/	/	/	1.5	3.2
COc1ccc(C(=O)Nc2ccc(S(=O)(=O)N3CCc4ccccc43)cc2)cc1	-7.1%	/	-23.3%	-12.9	/	/	/	/	5.2	/
CC(=O)N/N=C(\C)c1ccc2c(c1)OCCO2	3.9%	1.5%	35.5%	-5.9	7.5%	7.7%	-0.9%	0.3	-1.3	-2.7
Cc1ccc(S(=O)(=O)NCC(=O)N(CC(=O)NCC2CCCO2)Cc2ccccc2)cc1 (configuration not stated)	1.3%	-2.2%	10.5%	-14.8	-3.8%	-2.7%	-3.5%	3.5	-0.8	1.2
CC(=O)c1sc(NC(=O)COc2ccccc2)nc1C	5.2%	-7.3%	4.0%	-28.3	10.3%	1.1%	31.2%[activator]	-0.7	1.4	-3.3
CC(=O)c1cccc(NC(=O)c2cc(-c3cccs3)on2)c1	1.0%	0.8%	19.3%	-4.3	-1.2%	6.7%	33.3%[activator]	0.5	2.7	8.7
CCCc1cc2c(-c3ccccc3)cc(=O)oc2cc1OCc1ccc(C(=O)O)o1	34.5%[activator]	?	15.7%	0.3	-1.5%	-6.1%	4.3%	22.5	-1.5	-1.5
O=C1CCC[C@@H]2C[C@@]3(C[C@@H]4CCN1[C@H]24)Nc1cc(Cl)ccc1NC3=NCc1ccccc1	0.9%	/	-21.2%	-9.8	/	/	/	/	2.3	/
COc1ccc(S(=O)(=O)N2CCCCC2)cc1NC(=O)c1cccnc1SC	-0.1%	-3.3%	-0.5%	-2.6	-7.9%	4.1%	-3.6%	3.3	1.4	0.6
O=C1CC(c2ccccc2)Oc2ccccc21 (configuration not stated)	-5.3%	/	/	-6.2	/	/	/	1.0	-6.2	/

SMILES	ASM inhibitor	CXXC DNA block	a7 integrin act	KCNH2 3.1 block	AT treatment	GALK inh	MBNL1 CUG block	FBPA coupling cs	KCNH2 WT inh	TRPV1 agonist
Cc1cc(-c2nnco2)c(C)n1-c1ccc(F)cc1	-8.3%	5.7%	6.2%	-12.0	0.4%	-1.9%	-11.6%	-1.2	23.8	-5.0
Cc1cc(C)nc(-n2nc(C)cc2NC(=O)c2cccc(S(=O)(=O)N(C)C)c2)n1	3.8%	3.2%	-2.5%	4.1	-0.6%	8.2%	21.9%	-1.2	-18.1	0.6
CCOC(=O)C1=C(N)N(c2cc(S(=O)(=O)N3CCOCC3)ccc2Cl)C(=O)C1	5.3%	2.9%	12.0%	23.0	1.6%	-0.3%	2.5%	1.0	-34.9	-12.8
CCCSc1nc(=S)n(Cc2ccccc2)c(C)c1C(C)=O	-0.8%	1.1%	-2.1%	-2.6	6.5%	1.9%	-11.0%	-2.3	i	12.5
C=CCc1c(C)nc(SCC(N)=O)[nH]c1=O	3.6%	10.1%	-14.9%	-3.2	2.8%	-1.2%	-7.3%	-0.5	-2.3	-1.3
CN1C2CCC1CC(NC(=O)c1cc(S(=O)(=O)N(C)C)c(Cl)cc1Cl)C2 (configuration not stated)	-0.1%	/	-6.5%	-12.2	-14.0%	/	/	/	13.4	-1.4
Cc1cc(C)cc(N(CC(=O)NC2CCCC2)C(=O)CCC(=O)Nc2cc(C)on2)c1	-2.8%	42.1%[activator]	0.0%	-12.4	-7.5%	0.6%	-3.5%	1.9	-6.6	5.1
O=C(CSc1ccc(F)cc1)NC12CC3CC(CC(C3)C1)C2	-0.4%	-18.6%	14.7%	11.4	1.3%	-1.0%	-7.1%	-0.6	0.6	24.3
COC(=O)[C@]1(C)N[C@H](CN(C)C(=O)NC(C)C)[C@@H]2C(=O)N(C)C(=O)[C@@H]21	3.8%	/	13.3%	-0.9	-0.1%	/	/	/	-16.2	/
CN1CCN(CCCNC(=S)Nc2ccc(F)c(Cl)c2)CC1	-1.8%	7.1%	-10.0%	-10.2	-2.8%	1.1%	-0.3%	-0.3	1.4	-2.3

SMILES	ASM inhibitor	CXXC DNA block	a7 integrin act	KCNH2 3.1 block	AT treatment	GALK inh	MBNL1 CUG block	FBPA coupling cs	KCNH2 WT inh	TRPV1 agonist
CC(C)(C)N(NC(=O)Nc1ccc(Cl)c(Cl)c1)C(=O)c1ccccc1	-15.2%	-11.9%	-27.2%	-7.4	-2.9%	2.2%	-2.6%	1.8	-5.1	3.2
CC(Oc1ccc(Cl)cc1Cl)c1ccnc2nc(N3CCOCC3)nn12 (configuration not stated)	19.5%	11.2%	-22.5%	-7.9	5.6%	0.8%	-1.6%	3.2	i	?
CCOC(=O)N1CCN(C(=O)CSc2nc3c(cnn3-c3ccc(Cl)cc3)c(=O)[nH]2)CC1	-1.6%	10.7%	-7.6%	-7.6	12.4%	-2.2%	1.9%	8.0	-9.1	-4.7
CCOC(=O)N1CCN(C(=O)c2ccc3nc4cc(Cl)ccc4c(=O)n3c2)CC1	244.7%[activator]	/	0.0%	-8.6	/	/	/	/	-2.6	/
COC(=O)c1c(C)[nH]c(C(=O)C(C)Sc2nnc(-c3cc(OC)c(OC)c(OC)c3)o2)c1C (configuration not stated)	-3.0%	2.2%	-8.1%	-2.5	-1.4%	2.0%	-1.4%	2.4	-1.6	0.1
COc1ccc(/C=C/C(=O)NNc2c(F)c(F)cc(F)c2F)cc1OC	0.5%	-16.8%	7.7%	3.7	4.9%	-0.1%	23.2%	2.4	1.4	-2.4
CN(C)Cc1c(O)ccc2c(=O)c(-c3ccccc3)c(C(F)(F)F)oc12	1.1%	3.2%	-15.3%	-3.5	-2.6%	-0.7%	6.0%	1.7	9.3	-6.0
COc1ccc(OC)c(N(CC(=O)Nc2ccccc2)S(C)(=O)=O)c1	0.7%	2.6%	5.5%	-2.3	-2.1%	2.6%	-4.2%	0.2	2.9	-1.6
O=C(C1=C[C@@H](c2ccc(Br)cc2)C[C@@H](OCCCCO)O1)N1CCN(Cc2ccc3c(c2)OCO3)CC1	0.4%	-0.8%	-24.5%	-36.9	-10.2%	-1.1%	-4.3%	1.2	8.9	29.0
Fc1cccc(Cl)c1Cn1nnc2c(N3CCC4(CC3)OCCO4)ncnc21	1.2%	3.0%	8.4%	1.3	/	2.7%	?	1.3	-3.5	5.7

SMILES	ASM inhibitor	CXXC DNA block	a7 integrin act	KCNH2 3.1 block	AT treatment	GALK inh	MBNL1 CUG block	FBPA coupling cs	KCNH2 WT inh	TRPV1 agonist
CC1CN(C(=O)CCC(=O)NCCc2ccccc2)c2ccccc2O1 (configuration not stated)	2.6%	/	8.9%	0.9	-0.9%	/	-9.9%	0.7	8.0	-1.7
Cc1ccc(-c2nnn(CC(=O)N(CC(=O)NC3CCCC3)c3cccc(F)c3)n2)o1	-4.3%	-3.5%	5.3%	-5.8	-3.8%	-1.9%	0.9%	0.1	-5.8	-0.1
CN(C)CCN(C(=O)C1CCN(S(=O)(=O)c2cccs2)CC1)c1nc2ccc(F)cc2s1	-4.2%	/	-3.3%	-2.5	2.0%	/	/	/	-3.2	4.6
CC(C)Cc1nnc(NS(=O)(=O)Cc2ccccc2)s1	2.3%	-6.4%	-0.3%	8.8	-6.4%	0.9%	-3.7%	7.3	4.3	-1.2
C=C(C)CSc1nc(N)c2c(C)c(C)sc2n1	1.4%	3.6%	7.9%	1.8	2.7%	2.7%	8.4%	-0.1	-12.1	0.4
CSCCC(NC(=O)c1ccccc1)C(=O)N(C)CC(=O)Nc1ccc(N2CCOCC2)cc1 (configuration not stated)	-2.8%	-2.5%	-18.8%	-0.9	8.3%	-2.6%	-3.1%	/	-1.8	16.4
Cc1cccc(NC(=O)CNC(=O)CCc2nc3sc4c(c3c(=O)[nH]2)CCCC4)c1C	/	/	8.2%	6.2	5.5%	/	/	/	-1.3	0.1
Cc1cccc(NS(=O)(=O)c2nnc(NC(=O)c3ccc(Cl)cc3)s2)c1	-1.6%	-18.1%	5.1%	15.3	-2.7%	/	14.6%	11.7	-0.3	2.3
CCOc1cc(N2CCOCC2)c(OCC)cc1NC(=O)CN1C(=O)NC(Cc2ccccc2)C1=O (configuration not stated)	2.8%	-2.4%	2.5%	23.5	-0.7%	0.2%	4.5%	0.2	-7.3	-0.6
CCC1CCCCN1C(=O)c1ccc2nc(Cc3ccc(OC)cc3)oc2c1 (configuration not stated)	0.6%	-1.6%	34.4%	-8.7	3.3%	-2.4%	1.3%	/	1.4	13.8
CCOc1ccc(CC(=O)NNC(=S)Nc2ccc(OC)c(OC)c2)cc1	-3.1%	9.9%	5.9%	14.6	2.1%	1.3%	-1.5%	1.2	-6.5	1.6
